APP transl inh: APP translation inhibition. SH-SY5Y APP 5'UTR-luciferase reporter, luminescence. inhibition, % at 2 µM. 0.82% of 190,000 active;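 active = inhibition above a set limit, derived from the sample mean plus 3 SD, cut at about 45% in these data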; also: values of inactives mirror those of a sister screen read the other way
STAT3 act: STAT3 signaling activation. AID 871. activation (% of control), % at 5.6 µM. U3A cells, IL-6 STAT3-luciferase reporter, luminescence; 100% = signal with IL-6 EC80 alone. 0.91% of 190,000 active;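 active = activation above the screen-wide mean of compound activation plus 3 SD, cut at about 130% in these data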;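 also: 0% = background luminescence of wells with medium and substrate only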
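Material: STAT3-luciferase reporter U3A cells. Controls: IL-6-treated wells, 100% activation. Read-out: % activation versus median of IL-6-stimulated wells. Probe or stimulus: IL-6 stimulus at 33 ng/mL final. Timing: compound 1 h, then IL-6 6 h at 37 °C. Signal: reporter luminescence signal.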
G6PDH CS: inhibits Leuconostoc G6PDH, flagging false hits in G6PDH-based assays | Purified L. mesenteroides G6PDH, diaphorase/resazurin coupled fluorescence, 45 min | inhibition, % at 5 µM | 0.12% of 200,000 active | AID 1020; in the data active = inhibition above about 50%
STAT3 blocker: inhibitors of IL-6 induced STAT3 signaling; U3A cells, IL-6 STAT3-luciferase reporter, luminescence; host cell line lacks STAT1; inhibition, % at 5.5 µM; 0.89% of 190,000 active; AID 862;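 active = inhibition above the mean inhibition across all screened compounds plus 3 SD, cut at about 44% in these data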;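 also: 0% = DMSO only wells and 100% = 100 µM nifuroxazide control wells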
Diaph act CS: activates diaphorase or chemically reduces, flagging diaphorase assay artifacts; activation factor at 20 µM; Diaphorase/resazurin coupled assay, resorufin fluorescence, 16 min; stronger effect = higher value; 1 = vehicle wells, 0 = NADH-free wells; 0.005% of 190,000 active;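 active = diaphorase activity raised at least twofold by the compound at 20 µM; inactive = activation factor below 2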
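Material: purified diaphorase enzyme from Clostridium kluyveri / Medium: HEPES pH 7.4 buffer with MgCl2 and Tween 20 / Schedule: enzyme reaction of 16 min at room temperature / Measured by: resorufin fluorescence, excitation 544 nm, emission 590 nm / Evaluation: rise in resorufin formation, marking diaphorase activation or chemical reduction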
TLR4-MyD88 BLA: TLR4-MyD88 interaction inhibition in cells; O00206+Q99836; HeLa CL3-4 TLR4/MyD88 BLA complementation, FRET ratio; inhibition, % at 8.4 µM; 0.18% of 200,000 active; AID 861; in the data active = inhibition above about 25%;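 also: 0% = vehicle and 100% = reference inhibitor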
Target sequence (O00206 whole entry, looked up): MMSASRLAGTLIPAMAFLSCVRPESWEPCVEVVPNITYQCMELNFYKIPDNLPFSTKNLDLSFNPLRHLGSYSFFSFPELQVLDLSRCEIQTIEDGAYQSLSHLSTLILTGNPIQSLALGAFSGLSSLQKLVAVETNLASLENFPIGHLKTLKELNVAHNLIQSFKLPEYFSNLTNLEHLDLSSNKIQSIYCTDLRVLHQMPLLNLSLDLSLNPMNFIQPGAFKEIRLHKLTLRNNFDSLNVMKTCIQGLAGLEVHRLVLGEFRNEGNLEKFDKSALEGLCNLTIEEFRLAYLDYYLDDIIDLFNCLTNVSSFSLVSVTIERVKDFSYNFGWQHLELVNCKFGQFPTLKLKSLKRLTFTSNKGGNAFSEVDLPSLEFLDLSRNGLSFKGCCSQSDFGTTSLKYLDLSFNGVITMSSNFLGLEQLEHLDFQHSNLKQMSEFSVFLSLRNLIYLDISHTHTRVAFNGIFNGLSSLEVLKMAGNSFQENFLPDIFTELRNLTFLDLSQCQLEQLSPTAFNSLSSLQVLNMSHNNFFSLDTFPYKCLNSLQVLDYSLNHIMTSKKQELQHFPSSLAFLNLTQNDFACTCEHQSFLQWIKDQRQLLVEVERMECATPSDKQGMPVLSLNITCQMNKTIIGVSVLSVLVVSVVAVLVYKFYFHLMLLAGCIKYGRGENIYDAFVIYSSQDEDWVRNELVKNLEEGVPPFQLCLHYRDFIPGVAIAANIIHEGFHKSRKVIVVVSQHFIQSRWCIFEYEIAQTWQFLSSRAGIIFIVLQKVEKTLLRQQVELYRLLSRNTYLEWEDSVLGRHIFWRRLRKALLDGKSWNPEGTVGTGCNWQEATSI
Target sequence (Q99836 whole entry, looked up): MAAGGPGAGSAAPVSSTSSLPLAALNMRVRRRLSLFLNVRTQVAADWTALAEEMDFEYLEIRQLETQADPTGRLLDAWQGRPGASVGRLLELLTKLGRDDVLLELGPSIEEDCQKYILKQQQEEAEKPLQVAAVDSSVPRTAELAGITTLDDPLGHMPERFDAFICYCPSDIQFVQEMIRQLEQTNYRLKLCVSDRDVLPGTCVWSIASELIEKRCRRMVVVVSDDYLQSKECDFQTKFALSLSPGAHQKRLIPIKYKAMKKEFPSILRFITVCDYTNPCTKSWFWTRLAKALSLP
STAT1 blocker: STAT1 signaling inhibition; NIH 3T3 STAT1-luciferase reporter, IFN-gamma, luminescence; inhibition, % at 5.5 µM; 0.35% of 200,000 active; AID 920;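 active = inhibition above a set limit, the mean inhibition across all tested compounds plus 3 SD, cut at about 34% in these data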;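 also: 0% = IFN-gamma with DMSO and 100% = IFN-gamma with 300 µM nifuroxazide; values of inactives mirror those of a sister screen read the other way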
STAT1 activator: activators of IFN-gamma induced STAT1 signaling | NIH 3T3 STAT1-luciferase reporter, luminescence; 100% = IFN-gamma alone, no compound | activation (% of control), % at 5.5 µM | 2.6% of 200,000 active | AID 932;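 active = activation above the screen-wide mean activation plus 3 SD, cut at about 130% in these data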;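 also: raw ratio to IFN-gamma control signal so 100% means no change and 0% no light; values of inactives mirror those of a sister screen read the other way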
Hsp70 activator: Hsp70 transcriptional activation, primary screen; HeLa Hsp70 promoter luciferase reporter, luminescence; scaled: vehicle 0, proteasome-inhibitor control 100%; activation, % at 10 µM; 0.04% of 200,000 active;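 active = activation above the mean across all tested compounds plus 3 SD, cutoff set per campaign, cut at about 5.5% in these data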;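 also: 100% = MG132 at 30 µM as the positive control and 0% = DMSO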
Diaph inh CS: inhibits diaphorase or chemically oxidizes, flagging diaphorase assay artifacts; diaphorase resazurin-to-resorufin fluorescence, NADH, 16 min; bacterial (C. kluyveri) enzyme, not human; inhibition, % at 20 µM; 0.69% of 190,000 active; AID 1217;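 active = primary screen inhibition at 20 µM above a set limit, cut at about 50% in these data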;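 also: plate controls were DMSO with full reaction for no effect and wells lacking NADH for full effect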
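Test system: diaphorase enzyme from Clostridium kluyveri; amount: diaphorase at 0.14 U/mL in enzyme working solution; detection: fluorescence of resorufin formed from resazurin, Ex 544/Em 590 nm; times: reaction incubation of 16 min at room temperature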
Numbers without * were called inactive; . = not tested or not shown.

Screens in order – APP transl inh, STAT3 act, G6PDH CS, STAT3 blocker, Diaph act CS, TLR4-MyD88 BLA, STAT1 blocker, STAT1 activator, Hsp70 activator, Diaph inh CS
- N#CCCN(CCC#N)C(=O)c1ccc(Cl)cc1
 : -10, 102, 3, 1, 0.9, -8, -1, 101, -0.3, 14
- CC(C)(C)OC(=O)N1CCC(C(=O)N2CCOCC2)CC1
 : 13, 98, 4, 3, 1, 1, -8, 108, -0.1, 3
- O=[N+]([O-])c1ccccc1CN1CCN(Cc2ccccn2)CC1
 : -3, 99, 4, 8, 0.8, -6, 6, 93, -0.2, 19
- COc1ccc(Cl)c(Cn2c(NCc3ccco3)nc3c2c(=O)n(C)c(=O)n3C)c1
 : -4, 93, 9, 10, 0.9, -2, 23, 78, -0.2, 14
- COc1ccc(CNCCCO)cc1OC
 : -6, 102, 0, -1, 0.9, 6, 0, 100, -0.4, 8
- CC(=O)NN1C(=O)/C(=C\c2ccc(C)cc2)SC1=S
 : -24, 107, 2, -4, 0.9, 16, 3, 98, -0.1, 7
- CC(C)c1ccc(NC(=O)C2C3C=CC4(CN(Cc5cccnc5)C(=O)C24)O3)cc1 (configuration not stated)
 : 0, 99, 4, 6, 0.9, -22, -7, 108, -0.3, 9
- Cc1cc(NC(=O)CCSc2ccccc2)no1
 : -8, 104, 10, -4, 0.9, -5, -3, 102, -0.2, 8
- C#Cc1cccc(NC(=O)C2CCN(C(C)=O)CC2)c1
 : -18, 101, 2, 4, 1, -4, -3, 101, 0.8, -2
- CC1=Nn2c(nnc2-c2cccs2)SC1
 : 6, 93, 1, 7, 1, 0, 9, 92, 0.0, -1
- Cc1cccc(NC(=O)NCCN2C(=O)C3C4C=CC(C4)C3C2=O)c1 (configuration not stated)
 : ., 101, 6, 8, 0.9, -7, 0, 100, -0.1, 12
- O=C(NNC(=O)c1ccccc1[N+](=O)[O-])Nc1ccccc1C(F)(F)F
 : -11, 102, 4, 1, 0.9, 0, 4, 96, -0.1, 9
- O=C(N/N=C/c1ccc(OCc2ccccc2)cc1)c1ccncc1
 : -34, 96, 1, 8, 0.9, -7, -5, 103, 0.1, 6
- CCCCSc1nc2c(=O)[nH][nH]c(=O)c2n1Cc1ccccc1
 : -2, 100, 1, 4, 0.9, 4, 8, 93, 0.3, 8
- CCOc1ccc(Cn2nnc(C(=O)Nc3ccc(OC)cc3OC)c2N)cc1
 : -29, 90, -9, 12, 0.9, 4, -5, 106, -0.3, 14
- Cc1ccc(C(=O)N2CC(C)OC(C)C2)cc1[N+](=O)[O-] (configuration not stated)
 : 11, 94, 3, 9, 1, 3, -1, 101, -0.3, 4
- Cc1cccc(-n2c(SCC(=O)Nc3nonc3C)nnc2-c2ccoc2C)c1
 : 4, 103, -3, 3, 0.9, -20, 4, 96, -0.4, 14
- Cc1ccc(-c2ccc(/C=N/NC(=O)CN3CCCC3)o2)cc1Cl
 : -1, 100, 2, 10, 1, -1, -13, 112, -0.1, 1
- O=C(Nc1ccc(C(O)(C(F)(F)F)C(F)(F)F)cc1)c1ccc(Cl)c([N+](=O)[O-])c1
 : 2, 102, 9, -2, 0.8, -12, 0, 100, -0.1, 24
- CCn1nc(C)c(NC(=O)Nc2cccc(Cl)c2Cl)c1C
 : -2, 96, 2, 10, 0.9, 2, 11, 89, -0.1, 8
- COc1cc(C)c(S(=O)(=O)NCc2cccs2)cc1C
 : 7, 95, 14, 9, 1, 0, 12, 87, -0.2, -1
- CC(C)CNC(=S)Nc1ccc(S(N)(=O)=O)cc1
 : 24, 98, -6, 7, 1, 0, 6, 95, 0.0, 1
- CCc1cc2cc3c(cc2nc1SCC(=O)N1CCN(C(=O)c2ccco2)CC1)OCO3
 : 5, 108, -1, -6, 0.9, -7, 3, 97, -0.3, 10
- CCN1CCN(S(=O)(=O)c2ccc3ccccc3c2)CC1
 : -8, 98, 1, 8, 1, 2, 4, 97, -0.6, 4
- OCCC1CN(Cc2ccc3ncccc3c2)CCN1Cc1ccccc1 (configuration not stated)
 : 10, 109, 6, -6, 0.8, 5, 3, 96, -0.2, 16
- CCCCCCn1c(N2CCN(c3ccccc3)CC2)nc2c1c(=O)n(C)c(=O)n2C
 : 2, 109, -2, -7, 0.9, 5, 7, 93, -0.4, 7
- CS(=O)(=O)NCCNc1cc(Cl)ccc1[N+](=O)[O-]
 : -7, 84, -7, 24, 1, 13, -4, 103, -0.1, -4
- Cc1ccc(C(=O)N2CCN(c3ccc([N+](=O)[O-])c(N4CCOCC4)c3)CC2)cc1
 : 12, 82, -22, 18, 1, -16, -10, 109, -0.3, 3
- Cc1ccc(NCc2n[nH]c(=S)n2-c2cccc(Cl)c2)cc1
 : 6, 96, 3, 7, 0.7, -2, 6, 93, -0.1, 27
- Cc1cc(S(=O)(=O)N(Cc2ccc(F)cc2)CC2CCCO2)ccc1-n1cnnn1 (configuration not stated)
 : -9, 102, 4, 0, 0.8, -3, 2, 98, -0.3, 20

Entries of single compounds, quoted from the list.
Results for COc1cc(C)c(S(=O)(=O)NCc2cccs2)cc1C : APP transl inh: 7; STAT3 act: 95; G6PDH CS: 14; STAT3 blocker: 9; Diaph act CS: 1; TLR4-MyD88 BLA: 0; STAT1 blocker: 12; STAT1 activator: 87; Hsp70 activator: -0.2; Diaph inh CS: -1
Results for O=C(N/N=C/c1ccc(OCc2ccccc2)cc1)c1ccncc1 : APP transl inh: -34; STAT3 act: 96; G6PDH CS: 1; STAT3 blocker: 8; Diaph act CS: 0.9; TLR4-MyD88 BLA: -7; STAT1 blocker: -5; STAT1 activator: 103; Hsp70 activator: 0.1; Diaph inh CS: 6
Results for CS(=O)(=O)NCCNc1cc(Cl)ccc1[N+](=O)[O-] : APP transl inh: -7; STAT3 act: 84; G6PDH CS: -7; STAT3 blocker: 24; Diaph act CS: 1; TLR4-MyD88 BLA: 13; STAT1 blocker: -4; STAT1 activator: 103; Hsp70 activator: -0.1; Diaph inh CS: -4

Back to the main list; the four compounds before the break are reprinted first.
Screens in order – APP transl inh, STAT3 act, G6PDH CS, STAT3 blocker, Diaph act CS, TLR4-MyD88 BLA, STAT1 blocker, STAT1 activator, Hsp70 activator, Diaph inh CS
- CS(=O)(=O)NCCNc1cc(Cl)ccc1[N+](=O)[O-]
 : -7, 84, -7, 24, 1, 13, -4, 103, -0.1, -4
- Cc1ccc(C(=O)N2CCN(c3ccc([N+](=O)[O-])c(N4CCOCC4)c3)CC2)cc1
 : 12, 82, -22, 18, 1, -16, -10, 109, -0.3, 3
- Cc1ccc(NCc2n[nH]c(=S)n2-c2cccc(Cl)c2)cc1
 : 6, 96, 3, 7, 0.7, -2, 6, 93, -0.1, 27
- Cc1cc(S(=O)(=O)N(Cc2ccc(F)cc2)CC2CCCO2)ccc1-n1cnnn1 (configuration not stated)
 : -9, 102, 4, 0, 0.8, -3, 2, 98, -0.3, 20
- COc1cc2c(cc1NC(=O)c1cccc([N+](=O)[O-])c1C)oc1ccccc12
 : -8, 86, 3, 22, 1, 5, 6, 95, -0.2, 3
- COc1cccc(CC(NC(C)=O)C(=O)NC2CCN(c3nnnn3-c3ccccc3)CC2)c1 (configuration not stated)
 : -4, 98, 7, 7, 1, -8, 6, 94, -0.2, 2
- CCOc1ccc(NC(=O)COc2ccc(C(=O)NCCc3ccccc3)cc2)cc1
 : 0, 96, -16, 0, 1, 6, -5, 104, 0.0, 4
- CCOC(=O)Cc1c(C)nc(Cc2ccc(OC(C)C)cc2)[nH]c1=O
 : -11, 95, 6, 8, 0.9, -5, -7, 105, -0.3, 9
- C#CCOCCOCCOCCNc1nc(N2CCN(C(=O)[C@H](CCC(=O)O)n3cc(C(N)Cc4ccc(O)cc4)nn3)CC2)nc(N2CCN(C(=O)[C@H](CCC(=O)O)n3cc(C(N)[C@H](C)CC)nn3)CC2)n1 (some centres not stated)
 : 5, ., 7, ., 0.8, -1, 5, 97, -0.1, 23
- CC1(C)C(c2ccccc2)=[N+]([O-])CN1O
 : -8, 100, 7, 5, 0.9, 1, -3, 103, -0.1, 10
- CCC1CCCCN1CCNS(=O)(=O)c1ccc2c(c1)oc(=O)n2C (configuration not stated)
 : 6, 119, 0, -18, 0.9, -2, -11, 110, -0.1, 10
- CSc1nc2ccc(S(=O)(=O)NC3CCCCC3)cc2s1
 : 5, 86, 5, 17, 0.8, 0, 5, 100, -0.3, 19
- COc1ccc(C(NC(=O)c2ccc(F)cc2)c2ccccc2)cc1 (configuration not stated)
 : -6, 93, -20, 12, 0.9, -11, 2, 99, -0.3, 11
- COc1ccc(O)c(C(=O)c2cnn(C(=O)c3cccc(S(=O)(=O)N4CCOCC4)c3)c2)c1
 : -3, 103, -4, 4, 0.9, -2, -4, 102, 0.2, 6
- N#CCCn1nc(-c2ccccc2)cc1Nc1ccccc1NC(=O)C(F)(F)F
 : -6, 99, -10, 3, 0.8, -11, 4, 96, -0.1, 18
- O=C(Cn1cnc(Cl)c1Cl)c1ccccc1
 : -5, 102, 4, 4, 0.9, -7, 1, 97, 0.1, 9
- COC(=O)c1ccc(NC(=O)CSc2ccccc2)cc1
 : -23, 108, 0, -7, 0.9, 13, -21, 119, 0.0, 9
- COCCn1c(N2CCN(c3ccccc3)CC2)nc2c1c(=O)n(C)c(=O)n2C
 : 6, 100, 1, 4, 0.9, -5, 0, 98, -0.5, 14
- CCSC1=N/C(=C\c2ccc(C)s2)C(=O)S1
 : -10, 102, 10, -5, 0.9, -9, 7, 93, -0.3, 14
- Cc1ccc(C(=O)N2CCN(c3cccc(Cl)c3)CC2)cc1C
 : -2, 108, 2, -3, 1, -2, 1, 100, -0.2, 4

Compound activity as filed in PubChem.
